Screening results from PubChem BioAssay.
EZH2 inh = inhibitors of human EZH2/PRC2 methyltransferase; Q15910; PRC2 H3K27 methylation, DELFIA TRF, 1 h; inhibition, % at 12.5 µM; 57,000 compounds, 0.35% hits; AID 651548;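 active means mean inhibition of replicates at least 50% and every single replicate also reaching 50%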;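 further: dimethyl H3K27 on biotinylated H3 21-44 peptide detected by antibody; plate controls were median neutral control wells for no effect and median positive control wells for full effect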
Target sequence (Q15910 whole entry, looked up): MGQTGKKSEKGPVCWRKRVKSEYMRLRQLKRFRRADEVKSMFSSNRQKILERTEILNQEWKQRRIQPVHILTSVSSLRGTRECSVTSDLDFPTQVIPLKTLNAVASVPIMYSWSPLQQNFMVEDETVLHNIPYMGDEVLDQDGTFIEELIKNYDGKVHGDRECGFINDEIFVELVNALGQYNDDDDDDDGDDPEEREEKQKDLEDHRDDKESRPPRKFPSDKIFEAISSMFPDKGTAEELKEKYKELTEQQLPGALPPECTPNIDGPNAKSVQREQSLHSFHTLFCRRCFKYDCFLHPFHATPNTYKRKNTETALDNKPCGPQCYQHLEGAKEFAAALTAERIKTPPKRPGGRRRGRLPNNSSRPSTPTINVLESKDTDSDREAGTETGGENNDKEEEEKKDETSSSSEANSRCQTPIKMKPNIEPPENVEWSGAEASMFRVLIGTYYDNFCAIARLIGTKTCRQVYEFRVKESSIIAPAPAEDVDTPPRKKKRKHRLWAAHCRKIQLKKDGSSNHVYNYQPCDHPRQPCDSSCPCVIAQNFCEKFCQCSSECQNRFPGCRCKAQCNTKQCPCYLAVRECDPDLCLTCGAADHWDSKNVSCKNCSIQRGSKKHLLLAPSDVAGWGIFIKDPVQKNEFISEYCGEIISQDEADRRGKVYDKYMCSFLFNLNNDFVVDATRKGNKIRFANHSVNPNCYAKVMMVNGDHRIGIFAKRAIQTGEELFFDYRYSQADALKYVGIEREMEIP
IDH1 mut inh = IDH1 R132H (human) inhibition | AID 624101 | IDH1 R132H reductase, diaphorase/resazurin fluorescence, 60 min | 70,000 compounds, 0.18% hits | inhibition, % at 10 µM; in the data active means inhibition above about 34%;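 further: 0% = DMSO and 100% = no enzyme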
An asterisk follows results filed as active; . = no result given.

Each structure is followed by: EZH2 inh	IDH1 mut inh
- Cc1noc(C)c1NC(=O)N(C)C[C@H]1Oc2ccc(NC(=O)C3CC3)cc2C(=O)N([C@H](C)CO)C[C@H]1C
    8	-2.0
- O=C(NC(=S)Nc1ccc(Cl)c(C(=O)O)c1)c1cccc(COc2ccccc2)c1
    48	0.0
- COCCSc1nnc(NC(=O)c2sc3ccccc3c2Cl)s1
    17	-1.6
- C[C@H](CO)N1C[C@H](C)[C@H](CN(C)Cc2cccnc2)OCc2cn(nn2)CCCC1=O
    9	1.2
- C[C@@H]1CN([C@H](C)CO)C(=O)Cc2cc(NC(=O)NC3CCCCC3)ccc2O[C@@H]1CN(C)C(=O)Nc1ccccc1
    -1	0.3
- C[C@@H]1CN([C@@H](C)CO)S(=O)(=O)c2ccc(-c3cccnc3)cc2O[C@H]1CN(C)C
    -10	-0.7
- C[C@@H]1CCCCO[C@H](CN(C)C(=O)Nc2ccc(F)cc2)[C@@H](C)CN([C@H](C)CO)C(=O)c2cc(NS(=O)(=O)c3cccs3)ccc2O1
    .	-1.0
- Cc1ccc(C)c(NC(=O)CSc2nnc(-c3ccc(N)cc3)n2C)c1
    -16	-0.1
- COc1ccc(-c2coc3cc(O[C@@H]4O[C@H](CO)[C@@H](O)[C@H](O)[C@H]4O)ccc3c2=O)cc1
    .	-0.6
- COc1cccc(S(=O)(=O)N[C@@H]2C=C[C@H](CC(=O)NCc3ccncc3)O[C@H]2CO)c1
    19	0.2
- O=C(Nc1ccc2c(c1)[C@@H]1C[C@H](CC(=O)N3CCc4ccccc4C3)O[C@@H](CO)[C@@H]1O2)c1ccc2c(c1)OCO2
    -3	-0.2
- CN(C)CC(=O)Nc1ccc2c(c1)[C@H]1C[C@H](CC(=O)NCc3cccc(F)c3)O[C@H](CO)[C@H]1O2
    -20	-0.2
- CC(=O)N(C)C[C@H]1Oc2ncc(-c3cccc(C#N)c3)cc2C(=O)N([C@H](C)CO)C[C@@H]1C
    11	-0.4
- CNC[C@@H]1OCCCC[C@@H](C)Oc2ccc(NC(=O)CCC(F)(F)F)cc2C(=O)N([C@H](C)CO)C[C@@H]1C
    1	.
- O=C(Nc1ccccc1)NC1(c2cn(CC(=O)N3CCN(c4ccccc4)CC3)nn2)CCCCC1
    2	.
- COCC(=O)N(C)C[C@H]1Oc2ncc(C#Cc3ccncc3)cc2C(=O)N([C@@H](C)CO)C[C@@H]1C
    -16	2.2
- C[C@@H]1CN([C@@H](C)CO)C(=O)c2cc(NS(=O)(=O)c3ccccc3)ccc2O[C@H]1CN(C)Cc1ccncc1
    -7	.
- CN(C)CC(=O)N[C@H]1CC[C@@H](CCNC(=O)C2CCCCC2)O[C@@H]1CO
    8	0.2
- C[C@@H]1CN([C@@H](C)CO)C(=O)c2cccc(NS(=O)(=O)c3ccccc3)c2O[C@@H]1CN(C)C(=O)Nc1ccccc1
    0	-11
- CO[C@H]1CN(C)C(=O)c2ccc(NS(=O)(=O)c3ccccc3)cc2OC[C@@H](C)NC[C@@H]1C
    -2	0.1
- COc1ccc(CN(C)C[C@@H]2Oc3ccc(NC(=O)Nc4ccc(F)cc4)cc3CC(=O)N([C@H](C)CO)C[C@@H]2C)cc1
    .	-0.3
- C[C@@H]1CN([C@H](C)CO)C(=O)c2cc(NS(C)(=O)=O)ccc2O[C@H]1CN(C)C(=O)Nc1ccc(C(F)(F)F)cc1
    4	.
- C/C=C/c1ccc2c(c1)O[C@H](CN(C)Cc1ccccc1F)[C@H](C)CN([C@@H](C)CO)S2(=O)=O
    4	0.0
- COCCNC(=O)C[C@H]1C[C@H]2c3cc(NC(=O)c4cccnc4)ccc3O[C@H]2[C@@H](CO)O1
    -11	-3.1
- C[C@H](CO)N1C[C@H](C)[C@@H](CN(C)C(=O)NC2CCCCC2)Oc2c(NC(=O)NC3CCCCC3)cccc2C1=O
    .	1.0
- C[C@H](CO)N1C[C@H](C)[C@@H](CN(C)Cc2ccc(Oc3ccccc3)cc2)Oc2ccc(NC(=O)Cc3ccccc3)cc2C1=O
    .	1.1
- COCCOC(=O)N1C(=O)[C@@]2(c3cc(C#CC4(O)CCCCCC4)ccc31)[C@H](C(=O)N1CCN(c3ncccn3)CC1)[C@H]1C(=O)O[C@H](c3ccccc3)[C@H](c3ccccc3)N1[C@@H]2c1ccc(O)cc1
    -3	.
- O=C(C[C@H]1C[C@H]2c3cc(NC(=O)C4CCOCC4)ccc3O[C@H]2[C@@H](CO)O1)NCC1CC1
    -5	0.1
- O=C(Nc1ccccc1)N[C@H]1CC[C@@H](CCNS(=O)(=O)c2cccc(F)c2)O[C@H]1CO
    -16	0.0
- C[C@H]1CN([C@@H](C)CO)C(=O)c2cccc(NC(=O)c3ccc(-c4nccs4)cc3)c2O[C@@H]1CN(C)C(=O)Nc1ccccc1
    .	0.1

Quoted from the listing:
For IDH1 mut inh, C[C@H](CO)N1C[C@H](C)[C@@H](CN(C)Cc2ccc(Oc3ccccc3)cc2)Oc2ccc(NC(=O)Cc3ccccc3)cc2C1=O has the entry 1.1
For IDH1 mut inh, C[C@@H]1CCCCO[C@H](CN(C)C(=O)Nc2ccc(F)cc2)[C@@H](C)CN([C@H](C)CO)C(=O)c2cc(NS(=O)(=O)c3cccs3)ccc2O1 has the entry -1.0
For EZH2 inh, COCC(=O)N(C)C[C@H]1Oc2ncc(C#Cc3ccncc3)cc2C(=O)N([C@@H](C)CO)C[C@@H]1C has the entry -16
For EZH2 inh, COc1cccc(S(=O)(=O)N[C@@H]2C=C[C@H](CC(=O)NCc3ccncc3)O[C@H]2CO)c1 has the entry 19

The list goes on:
Each structure is followed by: EZH2 inh	IDH1 mut inh
- CC(=O)N(C)C[C@@H]1Oc2cc(-c3cccc(C#N)c3)ccc2S(=O)(=O)N([C@@H](C)CO)C[C@@H]1C
    6	-0.8
- CCCN1C[C@H](C)[C@H](OC)CN(C)C(=O)c2cc(NC(=O)c3cnccn3)ccc2OC[C@@H]1C
    4	0.1
- CC(C)NC(=O)N[C@H]1CC[C@H](CCn2cc(-c3ccccc3)nn2)O[C@@H]1CO
    -11	0.2
- C[C@@H]1CN([C@H](C)CO)C(=O)Cc2cc(NS(C)(=O)=O)ccc2O[C@H]1CN(C)CC1CC1
    3	2.2
- Cc1ccc(NC(=O)COc2ccc(Br)cc2)cc1NC(=O)c1ccccc1
    -13	0.5
- C[C@H]1CN([C@@H](C)CO)C(=O)Cc2cc(NS(=O)(=O)c3cccs3)ccc2O[C@@H]1CN(C)Cc1ccc2c(c1)OCO2
    .	-4.5
- COc1ccccc1C(=O)Nc1ccc2c(c1)OC[C@H](C)NC[C@H](C)[C@H](OC)CN(C)C2=O
    9	0.1
- C[C@H]1CN([C@@H](C)CO)S(=O)(=O)c2ccc(Br)cc2O[C@@H]1CN(C)CC1CCOCC1
    -6	-0.7
- CO[C@@H]1CN(C)C(=O)c2cc(NC(C)=O)ccc2OC[C@@H](C)N(C(=O)c2ccncc2)C[C@H]1C
    1	0.2
- CNC[C@H]1Oc2ccc(NC(=O)Nc3c(C)noc3C)cc2CC(=O)N([C@H](C)CO)C[C@@H]1C
    6	3.1
- C[C@@H]1CN([C@H](C)CO)C(=O)c2cc(NC(=O)Nc3ccc4c(c3)OCO4)ccc2O[C@H]1CN(C)Cc1ccccc1
    -7	.
- COc1ccc(-c2ccc([C@@H]3[C@@H](C#N)N(C(=O)CN(C)C)[C@@H]3CO)cc2)cc1
    .	0.3
- COc1cc(S(=O)(=O)Nc2cccnc2)ccc1F
    0	0.3
- CC(Sc1ncnc2sc(-c3ccccc3)cc12)C(=O)Nc1cc(Cl)ccc1Cl (centres undefined)
    23	0.2
- COc1cccc(S(=O)(=O)N[C@@H]2CC[C@H](CCn3cc(-c4ccc(F)cc4)nn3)O[C@@H]2CO)c1
    1	-0.4
- COc1ccc(CN(C)C[C@H]2Oc3ccc(NS(=O)(=O)c4cccs4)cc3C(=O)N([C@@H](C)CO)C[C@H]2C)cc1
    .	-0.5
- C[C@H](CO)N1C[C@H](C)[C@@H](CN(C)C(=O)Nc2cccc3ccccc23)Oc2ccc(N(C)C)cc2CC1=O
    0	-1.2
- COc1ccc(NC(=O)N(C)C[C@@H]2Oc3ccc(NC(=O)CCN4CCOCC4)cc3C(=O)N([C@@H](C)CO)C[C@@H]2C)cc1
    -10	.
- COc1ccc(NC(=O)Nc2ccc3c(c2)[C@@H]2C[C@H](CC(=O)N4CCCCC4)O[C@H](CO)[C@@H]2O3)cc1
    16	-0.5
- C[C@@H]1CN([C@@H](C)CO)C(=O)c2cc(-c3cccc(F)c3)cnc2O[C@@H]1CN(C)Cc1cccnc1
    .	-0.2
- C[C@@H]1CN([C@@H](C)CO)C(=O)Cc2cc(NC(=O)C3CC3)ccc2O[C@H]1CN(C)C
    -3	1.1
- O=C(Nc1ccc(S(=O)(=O)NCC2CCCO2)cc1)c1cc(-c2ccccc2)nc2ccccc12 (centres undefined)
    -11	0.0
- COc1cccc(/C=C/c2cc(C(F)(F)F)[nH]c(=O)n2)c1OCC(=O)O
    -2	0.0
- C[C@@H]1CN([C@H](C)CO)C(=O)c2cc(/C=C/c3ccccc3)cnc2O[C@H]1CN(C)S(=O)(=O)c1cn(C)cn1
    .	-0.2
- CC(C)(C)[S@@](=O)N1Cc2cc(C(=O)N[C@H]3CCN(Cc4ccccc4)C3)nc(-c3cccc(-c4cccnc4)c3)c2[C@H]1CCO
    -4	0.0
- COc1ccccc1-c1cn(CC[C@@H]2CC[C@@H](NC(=O)C3CCOCC3)[C@H](CO)O2)nn1
    5	-0.2
- COc1ccc(C(=O)NCCSc2ccccn2)cc1
    1	-0.2
- C[C@@H]1CN([C@@H](C)CO)C(=O)c2cc(NC(=O)Nc3cccc4ccccc34)ccc2O[C@@H]1CN(C)C(=O)Nc1ccccc1
    -28	-2.2
- Cc1noc(C)c1NC(=O)NCC[C@@H]1CC[C@@H](NC(=O)c2ccccc2)[C@@H](CO)O1
    1	0.1
- O=C(c1ccccc1)C(c1ccccc1)n1nnc2ccccc21 (centres undefined)
    12	-0.3

Full records from above.
Shown for COc1ccc(C(=O)NCCSc2ccccn2)cc1 → EZH2 inh = 1; IDH1 mut inh = -0.2
Shown for COc1ccccc1-c1cn(CC[C@@H]2CC[C@@H](NC(=O)C3CCOCC3)[C@H](CO)O2)nn1 → EZH2 inh = 5; IDH1 mut inh = -0.2

The listing continues:
Each structure is followed by: EZH2 inh	IDH1 mut inh
- COc1ccccc1CNC(=O)C[C@@H]1C[C@@H]2c3cc(NC(=O)C4CCC4)ccc3O[C@@H]2[C@@H](CO)O1
    1	-2.2
- Cc1ccccc1-c1ccc2c(c1)O[C@@H](CN(C)CC1CC1)[C@@H](C)CN([C@H](C)CO)S2(=O)=O
    -33	-0.4
- CC(=O)N(C)C[C@@H]1Oc2cc(C#Cc3ccccc3F)ccc2S(=O)(=O)N([C@@H](C)CO)C[C@@H]1C
    -11	-4.0
- CC(C)NC(=O)Nc1ccc2c(c1)C(=O)N([C@H](C)CO)C[C@H](C)[C@H](CN(C)C(=O)NC(C)C)OCCCC[C@H](C)O2
    1	.
- CO[C@@H](CN(C)C(=O)C1CCOCC1)[C@@H](C)CN(C(=O)Nc1ccc(F)cc1)[C@H](C)CO
    -6	0.1
- O=c1c(-c2ccc(O[C@@H]3O[C@H](CO)[C@@H](O)[C@H](O)[C@H]3O)cc2)coc2c([C@@H]3O[C@H](CO)[C@@H](O)[C@H](O)[C@H]3O)c(O)cc(O)c12
    5	-0.5
- C[C@@H]1CN([C@@H](C)CO)C(=O)c2cc(NC(=O)Nc3ccc(F)cc3)ccc2O[C@@H]1CN(C)CC1CCCCC1
    -28	0.1
- COc1ccc(S(=O)(=O)N(C)C[C@@H]2Oc3c(NC(=O)Nc4c(C)noc4C)cccc3C(=O)N([C@@H](C)CO)C[C@H]2C)cc1
    .	0.6
- CCCC#Cc1cnc2c(c1)C(=O)N([C@H](C)CO)C[C@H](C)[C@H](CN(C)C(=O)Nc1cccc(F)c1)O2
    -26	.
- CCC(=O)N(C)C[C@H]1Oc2cc(C#Cc3cccnc3)ccc2S(=O)(=O)N([C@@H](C)CO)C[C@H]1C
    .	0.3
- COC(=O)c1c(C)ncc2c1COC(C)OC2 (centres undefined)
    -1	0.3
- C/C=C/c1cnc2c(c1)C(=O)N([C@@H](C)CO)C[C@@H](C)[C@H](CN(C)C(=O)Cc1ccccn1)O2
    0	-0.1
- COCC(=O)N(C)C[C@@H]1Oc2ncc(-c3ccccc3OC)cc2C(=O)N([C@@H](C)CO)C[C@@H]1C
    17	-13
- CO[C@@H]1CN(C)C(=O)c2cc(NC(=O)Nc3ccc(Cl)cc3)ccc2OC[C@H](C)N(C(=O)Nc2c(C)noc2C)C[C@H]1C
    5	.
- Cc1ccc(S(=O)(=O)N(C)C[C@H]2Oc3ccc(NS(=O)(=O)c4cccs4)cc3CC(=O)N([C@H](C)CO)C[C@H]2C)cc1
    .	-2.2
- COc1ccccc1-c1cn(CC[C@@H]2CC[C@H](NC(=O)Cc3ccccn3)[C@H](CO)O2)nn1
    -2	-0.2
- CC(C)CC#Cc1cnc2c(c1)C(=O)N([C@H](C)CO)C[C@H](C)[C@@H](CN(C)Cc1ccc(F)cc1)O2
    -7	-1.7
- C[C@H](CO)N1C[C@H](C)[C@H](CN(C)C(=O)Nc2ccc(C(F)(F)F)cc2)Oc2ccc(NS(C)(=O)=O)cc2CC1=O
    -4	1.3
- O=[N+]([O-])c1ccc(OCc2nc(-c3ccccn3)no2)cc1
    .	0.2
- COC(=O)c1c(NC(=O)c2cc(-c3ccccn3)nc3ccc(Br)cc23)sc(C(=O)N(C)C)c1C
    -5	0.3
- C/C=C1\C(O[C@@H]2O[C@H](CO)[C@@H](O)[C@H](O)[C@H]2O)OC=C(C(=O)OC)C1CC(=O)OCC(O)c1ccc(O)c(O)c1 (some centres undefined)
    8	3.5

Only part of the results is shown (hit frequency here may not be typical).
